Screening results (PubChem BioAssay)
SRC2 TRFRET art – counter-screen for PPARgamma SRC-2 recruitment agonists: TR-FRET artefact; AID 1049; hit rate 0.4% among 200,000; hits give high values; TR-FRET ratio at 8 µM; in the data active means TR-FRET ratio above about 2000; further: inactives centre near 1500; reference of the scale not given here
S1P3 antag – S1P3 (human) receptor antagonism. Q99500. CHO S1P3 NFAT-BLA reporter, FRET fluorescence, antagonist mode. inhibition, % at 4.98 µM. hit rate 0.27% among 170,000. AID 485;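 active means inhibition above the plate cutoff, the mean inhibition of test wells on that plate plus 3 SD, cut at about 28% in these data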;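 further: cells challenged with S1P at its EC80 of 0.8 µM; blue over green emission ratio from cleaved BLA substrate after 4 h stimulation; 0% = S1P-stimulated wells and 100% = unstimulated DMSO-only wells; some compounds past the cut are filed as inactive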
Target sequence (Q99500 whole entry, looked up): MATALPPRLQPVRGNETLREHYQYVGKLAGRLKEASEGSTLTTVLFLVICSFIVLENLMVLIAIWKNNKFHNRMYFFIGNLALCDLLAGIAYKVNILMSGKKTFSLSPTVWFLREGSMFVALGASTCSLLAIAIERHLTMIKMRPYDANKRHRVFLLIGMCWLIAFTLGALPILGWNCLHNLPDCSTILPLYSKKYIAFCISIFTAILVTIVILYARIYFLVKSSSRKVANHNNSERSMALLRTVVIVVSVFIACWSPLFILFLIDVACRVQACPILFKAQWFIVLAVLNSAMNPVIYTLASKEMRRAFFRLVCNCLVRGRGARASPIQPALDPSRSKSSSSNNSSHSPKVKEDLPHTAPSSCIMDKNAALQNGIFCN
PPARg SRC1 recr – promotes SRC-1 coactivator recruitment by human PPARgamma | hit rate 0.41% among 200,000 | PPARgamma-SRC-1 coactivator recruitment biochemical assay | AID 631 | P37231 | activation, % at 8 µM; in the data active means activation above about 19%;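 further: 0% = DMSO and 100% = reference agonist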
Target sequence (P37231 whole entry, looked up): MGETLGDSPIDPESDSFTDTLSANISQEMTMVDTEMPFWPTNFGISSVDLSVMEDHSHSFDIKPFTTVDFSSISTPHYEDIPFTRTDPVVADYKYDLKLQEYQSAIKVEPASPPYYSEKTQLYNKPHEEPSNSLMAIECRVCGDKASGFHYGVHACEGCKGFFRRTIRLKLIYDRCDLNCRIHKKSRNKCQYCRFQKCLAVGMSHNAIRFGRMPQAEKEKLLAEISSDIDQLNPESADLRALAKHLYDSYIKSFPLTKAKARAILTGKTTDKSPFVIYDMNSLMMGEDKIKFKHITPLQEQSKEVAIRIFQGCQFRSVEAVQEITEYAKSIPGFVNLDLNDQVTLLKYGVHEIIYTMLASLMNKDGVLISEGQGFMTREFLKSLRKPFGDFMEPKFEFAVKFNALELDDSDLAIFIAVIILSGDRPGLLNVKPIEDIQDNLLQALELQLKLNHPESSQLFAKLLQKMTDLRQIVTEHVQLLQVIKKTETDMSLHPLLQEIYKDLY
ROMK primary – human ROMK K+ channel modulation, primary screen; Tet-inducible ROMK, thallium flux fluorescence; actives lie on both sides; AID 1918; B-score at 10 µM; P48048; hit rate 2% among 130,000;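 active means signal ratio slope over the read window, or its plate-corrected B-score, at least 3 SD from the plate mean, either direction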;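 further: B-score of the F/F0 ratio slope over 7 to 12 s after thallium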
bIAP inh – intestinal alkaline phosphatase (bovine) inhibition. purified bovine IAP, CDP-star luminescence, 30 min. 190,000 tested, under 10 active. inhibition, % at 20 µM;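 active means over 50% inhibition of intestinal alkaline phosphatase at 20 µM in the single-dose screen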
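System: Purified bovine intestinal alkaline phosphatase (IAP) enzyme | Input: IAP diluted 1/65,000,000 in the well | Also added: CDP-star chemiluminescent phosphatase substrate, 30 µM final | Dosing: 20 µM single dose | Times: Enzyme reaction for 30 min at room temperature | Detection: Luminescence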
HMGR II inh – blocks class II HMG-CoA reductase of Enterococcus faecalis; hit rate 0.41% among 190,000; inhibition, % at 10 µM; purified E. faecalis HMGR, NADPH absorbance 340 nm kinetic;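 active means inhibition above a set limit, the median over all tested compounds plus 3 SD, cut at about 9.5% in these data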;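 further: enzyme runs in reverse so mevalonate oxidation gives rising NADPH absorbance; 0% = complete reaction with DMSO and 100% = background rate lacking mevalonate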
PPARg SRC2 recr – promotes SRC-2 coactivator recruitment by human PPARgamma; hit rate 0.34% among 200,000; P37231; activation, % at 8 µM; PPARgamma LBD-SRC-2 recruitment, biochemical; AID 1032; in the data active means activation above about 22%;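 further: 0% = vehicle and 100% = reference agonist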
PPARg SRC-3 ag – promotes SRC-3 coactivator recruitment by human PPARgamma; P37231; biochemical PPARgamma/SRC-3 coactivator recruitment assay; activation, % at 8 µM; hit rate 0.26% among 200,000; in the data active means activation above about 23%;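 further: 0% = DMSO and 100% = reference agonist; some compounds past the cut are filed as inactive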
RAM inhibit – inhibitors of the yeast RAM network; S. cerevisiae dse1pr::URA3 reporter, 5-FOA growth OD615, 2 d; analog-sensitive cbk1-as2 kinase mutant strain; inhibition, % at 50 µM; hit rate 1.8% among 190,000; AID 868;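 active means inhibition above a set limit, 3 SD over mean compound inhibition, cut at about 8.4% in these data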;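 further: 0% = DMSO-only wells with no growth and 100% = 10 µM 1-NA-PP1 full growth; inhibition rescues growth on 5-FOA so higher OD means more RAM inhibition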
Lmaj promast – Leishmania major promastigote growth inhibition; Leishmania major promastigotes, resazurin fluorescence viability; inhibition, % at 10 µM; hit rate 9% among 200,000; AID 1063; in the data active means inhibition above about 50%;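 further: promastigotes grown with compound for 44 hours at 28 °C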
DTT redox prof – compounds producing H2O2 with reducing agent – biochemical, NIH compound library profiling, artefact control for MLSCN library redox annotation, primary screen. DTT-dependent redox cycling H2O2, phenol red/HRP absorbance; 100% = 100 µM peroxide control, 0% = buffer. activation, % at 10 µM. hit rate 0.03% among 200,000;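 active means activation of at least 50% relative to the plate's high and low controls in the primary single-dose screen; inactive means activation below 50%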;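 further: compound incubated with DTT at 0.8 mM final as the reducing agent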
Starred values were filed as active, the others as inactive; . = not tested or not shown.

SMILES	SRC2 TRFRET art	S1P3 antag	PPARg SRC1 recr	ROMK primary	bIAP inh	HMGR II inh	PPARg SRC2 recr	PPARg SRC-3 ag	RAM inhibit	Lmaj promast	DTT redox prof
CC(=O)Nc1cccc(-c2nc3ccccc3c(=O)o2)c1	1255	84*	11	.	9	-3	7	12	-0.7	-6	-0.5
CN(CC#CC1(O)c2ccccc2-c2ccccc21)Cc1ccccc1	1607	-5	3	0.015	22	-4	-12	7	-0.4	31	0.2
O=C(CSc1nnc2scc(-c3ccc(F)cc3)n12)NCc1ccco1	1569	-8	-1	-0.028	5	1	4	4	9.9*	-2	-0.2
COc1ccc(CNC(=O)c2c(C)cc(=O)oc2C)cc1OC	1474	.	4	0.083	8	-4	0	-5	0.0	-3	-0.3
CC1(C)CC(=O)C(C(=O)/C=C/NCCc2ccccc2)C(=O)C1	1294	.	-3	-1.7	8	2	0	2	0.0	-3	0.3
CCC(C)(C)n1nnnc1C(c1cc2cc(C)cc(C)c2[nH]c1=O)N1CCN(Cc2ccc3c(c2)OCO3)CC1 (centres undefined)	1474	.	5	-2.3	-2	-5	0	-11	-0.1	45	0.2
O=c1[nH]cc([N+](=O)[O-])cc1Br	1757	0	5	-0.81	44	-5	-4	5	0.7	61*	5.1
S=C(Nc1ccc(Br)cc1)N1CCCC1	1682	1	-1	0.18	-1	7	3	-3	1.5	1	-0.1
COc1ccc(OC)c(NC(=O)Cc2nn(C)c(=O)c3ccccc23)c1	1622	0	5	.	8	-6	12	5	1.3	-2	0.5
Cc1cc(C(=O)Nc2cccc3cccnc23)ccc1[N+](=O)[O-]	1445	-5	-5	1	-5	1	-10	3	3.3	-5	0.0
CCOC(=O)c1[nH]c(C)c(C(=O)NCc2ccc(C)cc2)c1C	1446	3	0	.	10	-6	-12	0	3.1	-1	-0.9
NC(=O)C1CNc2ccccc2O1 (centres undefined)	1554	.	-5	-0.3	13	1	2	3	1.7	-3	-0.2
CCN(CC)CC(=O)c1c[nH]c2ccc(OC)cc12	1643	.	9	.	-7	.	11	2	1.2	0	-3.2
COCCCNC(=O)Cn1cc(/C=C(\C#N)C(=O)N2CCN(c3ccccc3)CC2)c2ccccc21	1611	1	5	0.83	1	0	3	-2	3.1	11	0.0
O=[N+]([O-])c1ccc(Cl)c(/C=N/N2CCN(C3c4ccccc4-c4ccccc43)CC2)c1	1722	.	1	.	5	-3	9	8	2.7	7	3.1
COC(=O)c1ccc(CNC(=O)c2ccc(COc3ccccc3)cc2)cc1	1660	6	7	-0.025	-2	-9	8	2	1.3	69*	0.8
COc1ccc(N2C(=O)C3CCCN3C2c2cccc(OC)c2)cc1 (centres undefined)	1620	2	10	.	7	-2	10	7	1.4	-10	-1.0
NS(=O)(=O)c1ccc(NC(=O)c2ccc(S(=O)(=O)N3CCc4ccccc43)cc2)cc1	1519	-6	0	0.16	-4	7	0	6	4.9	-7	-1.3
CCOc1ccc2nc(NCCNC(=O)C(C)(C)C)c(C)cc2c1	1387	-3	-11	-0.45	0	7	-9	-2	0.0	6	-1.1
COc1ccc(-n2nnc3c(=O)n(Cc4cccc(C)c4)cnc32)cc1	1494	-96	-1	.	3	-4	2	-2	1.4	-1	-0.1
CCOC(=O)C1CCN(C(=O)Nc2ccc(Cl)cc2Cl)CC1	1653	5	3	-2	-2	1	-3	3	1.9	-5	0.2
O=C(CSC1=NCCS1)N1CCOCC1	1411	-22	-1	.	2	-1	-7	-2	2.6	-1	1.9
COc1ccc(C2C(C(=O)c3cccs3)=C(O)C(=O)N2Cc2cccnc2)cc1OC (centres undefined)	1525	-7	-3	.	-18	-8	0	1	3.3	-1	0.1
Cc1cc(NS(=O)(=O)c2ccc(NC(=O)Nc3cccc(Cl)c3)cc2)no1	1530	-14	-6	0.039	12	-3	-3	6	4.4	-5	-3.6
C=C1C(C(=O)N2CCOCC2)C1C(=O)N1CCOCC1 (centres undefined)	1517	-8	0	.	-4	-3	5	-3	1.5	-2	1.1
CN1CCN(C(=O)c2cc3c(n(-c4ccccc4)c2=O)CC(C)(C)CC3=O)CC1	1800	-12	1	0.8	10	-1	12	14	-0.2	0	1.1
N#CC1=C(N)Oc2cc(O)ccc2C1C1CCCCC1 (centres undefined)	1528	.	-12	.	15	3	-3	-4	1.2	2	-0.2
COc1ccccc1C(=O)NCC(=O)OC(C)C(=O)NC(=O)NC1CCCCC1 (centres undefined)	1364	.	-6	-1.2	9	-6	-7	-11	2.3	-2	0.3
Cc1cccc(C2c3[nH]c4ccccc4c3CCN2C(=O)c2noc3c2CCCC3)n1 (centres undefined)	1616	4	10	-0.032	1	-2	10	9	1.6	42	-1.4
COc1ccc(/C=C(\C#N)C(=O)Nc2cc(S(=O)(=O)N3CCCCC3)ccc2N2CCCCC2)cc1	1435	0	1	.	-5	-1	3	-2	6.3	23	-0.2
Cc1ccc(C(=O)NCCSCc2ccccc2)cc1[N+](=O)[O-]	1235	7	-8	-1.1	45	-3	-4	-7	0.1	6	0.0
CCOC(=O)c1cc(-c2ccc(OC(F)F)cc2)nc2nc(SC)[nH]c(=O)c12	1498	-22	-9	.	12	-6	5	4	3.0	0	0.0
COc1ccc(C(=O)NCc2nnc(SCC(=O)Nc3cc(C)on3)o2)cc1OC	1520	1	6	1.5	-3	-2	1	1	1.8	2	0.8
CCOC(=O)c1c(C)[nH]c(C)c1C(=O)CN1C(=O)NC2(CCC(C)CC2)C1=O (centres undefined)	1419	.	2	-0.18	1	-5	5	2	0.4	-6	0.1
Cc1csc(CN(C)C(=O)CC2C(=O)NCCN2Cc2ccc(-c3ccccc3)cc2)n1 (centres undefined)	1593	22	2	.	-21	-1	7	4	-0.7	1	-0.2
COc1ccc(S(=O)(=O)NCc2ccc(C(=O)N3CCc4ccccc4C3)cc2)cc1	1722	-4	5	-0.66	6	2	3	9	4.6	7	-0.4
COc1ccc(C(=O)Nc2ccccc2C(=O)NC(Cc2ccc(O)cc2)C(=O)NNC(=O)c2ccc(C)cc2)cc1 (centres undefined)	1404	2	-1	.	6	1	2	2	4.3	-6	0.3
CCOCC(=O)Nc1nc2ccccc2s1	1451	.	-8	.	-9	-7	-3	0	-0.9	0	-0.1
O=C(N=Nc1c(O)[nH]c2ccc(Br)cc12)c1cc(-c2cccc3ccccc23)n[nH]1	1535	-2	2	.	-9	3	5	1	5.8	66*	0.3
Cc1ccc(S(=O)(=O)N2CCOCC2)cc1NC(=O)CSc1cccc[n+]1[O-]	1645	-17	9	.	2	-3	16	-2	1.4	-5	0.4
COC(=O)/C=C1\N/C(=N\c2nc(C)cc(C)n2)N(c2ccc(C)c(C)c2)C1=O	1539	-5	-2	0.35	11	-2	-8	-4	-0.8	15	0.0
O=C(COC(=O)c1ccc(CO)cc1)NCc1cccs1	1505	-4	-3	-0.079	.	0	-7	-3	0.8	-8	0.0
COc1ccc(C(=O)Nc2ccccc2-c2nnn(CC(=O)Nc3ccc4c(c3)OCCO4)n2)cc1	1526	.	6	.	18	2	5	3	0.4	-6	0.0
O=S(=O)(NC1=NCCCCC1)c1cccs1	1469	.	2	.	-3	.	-15	-7	0.3	-4	2.1
CCc1ccc(Oc2cc(Cl)nc(N)n2)cc1	1606	-2	-5	0.41	25	-5	3	-2	0.4	-7	0.0
Cn1nc(-c2ccc(Cl)cc2)nc2c(=O)n(C)c(=O)nc1-2	1526	.	0	.	12	9	1	3	-0.5	50*	170*
C/C(=N/NC(=O)CNC(=O)c1ccccn1)c1ccc([N+](=O)[O-])cc1	1612	0	1	0.71	-4	-8	1	-1	1.8	1	0.0
COc1ccc(C2(C(=O)Nc3ccc(S(N)(=O)=O)cc3)CCCC2)cc1	1713	-6	7	1	-6	-7	12	8	0.6	-2	-0.9
CSCCC(C(=O)NCc1cccs1)N1C(=O)c2ccccc2C1=O (centres undefined)	1449	.	-3	1.1	8	-5	8	-9	1.6	1	0.2
COc1cccc(C(=O)N(C)c2nnc(-c3ccncc3)s2)c1	1486	.	6	.	2	-2	6	-1	1.0	5	-3.1
COc1ccc2c(c1)CCC/C2=N\NC(=O)c1ccoc1C	1521	-4	-2	.	30	0	7	-1	0.8	43	-0.5
COc1ccc(/C=C/C2=CC(C)(C)NC(=S)N2)c(OC)c1	1289	0	-6	-0.062	13	0	2	4	1.5	1	-0.1
Cc1cc(N2CCCC2=O)cc(C)c1S(=O)(=O)Nc1c(C)nn(C)c1C	1618	-15	3	2.1	1	-4	4	7	1.3	-4	-0.8
Cc1c(NC(=S)NC(=O)CC(C)C)c(=O)n(-c2ccccc2)n1C	1527	7	10	-0.19	7	-2	2	0	-0.6	-12	-0.5
CCN(CC)CCCNC(=O)c1cc2c(=O)n(C)c3ccccc3c2n1C	1507	-36	9	.	-6	-3	3	2	-0.9	35	-2.3
Cc1ccccc1-n1c(CSC(=N)N)nc2ccccc2c1=O	1527	.	8	-0.69	-23	-5	8	-1	2.2	42	0.1
CCOC(=O)N1CCN(C(=O)c2oc3ccc(S(=O)(=O)N4CCCCCC4)cc3c2C)CC1	1753	.	4	.	2	0	9	22	1.4	14	1.4
O=C(CN1CCCC1)Nc1ccc([N+](=O)[O-])cc1Cl	1504	7	7	0.18	-10	-3	3	3	-0.4	-3	0.2
COC(=O)c1ccccc1NC(=O)N1c2ccccc2CC1C (centres undefined)	1630	6	6	-0.46	7	-2	12	-2	6.6	1	0.4
Cc1cccc2sc(NC(=O)c3cc(S(=O)(=O)N(C)C)ccc3N3CCCC3)nc12	1558	2	0	-0.76	-17	-6	-7	0	2.2	52*	-0.6

Part of the list above with just PPARg SRC1 recr, DTT redox prof and PPARg SRC-3 ag:
SMILES	PPARg SRC1 recr	DTT redox prof	PPARg SRC-3 ag
C/C(=N/NC(=O)CNC(=O)c1ccccn1)c1ccc([N+](=O)[O-])cc1	1	0.0	-1
Cc1cccc2sc(NC(=O)c3cc(S(=O)(=O)N(C)C)ccc3N3CCCC3)nc12	0	-0.6	0

Additional compounds follow:
SMILES	SRC2 TRFRET art	S1P3 antag	PPARg SRC1 recr	ROMK primary	bIAP inh	HMGR II inh	PPARg SRC2 recr	PPARg SRC-3 ag	RAM inhibit	Lmaj promast	DTT redox prof
CC1C(C#N)=C(N)OC2=C1C(=O)CC(C)(C)C2 (centres undefined)	1506	8	-5	0.0032	9	6	-3	2	-0.9	3	2.0
CCOC(=O)c1ccc(N2C(=O)c3n[nH]c(C)c3C2c2ccccc2)cc1 (centres undefined)	1566	-7	8	.	-11	-5	2	8	5.1	27	1.1
CN(C)C(=O)CN1C(=O)C2CCCCN2C(=O)c2ccccc21 (centres undefined)	1576	-5	9	0.81	-5	2	3	3	0.9	-5	0.4
Cc1nn(-c2nc3ccccc3[nH]2)c(N)c1-c1ccccc1	1556	12	1	-0.049	9	-3	5	-6	1.5	91*	-0.6
O=c1c2ccccc2nc(CSc2nnnn2-c2ccccc2)n1-c1cccc(C(F)(F)F)c1	1470	.	-5	0.68	10	-8	4	-1	4.2	-4	0.1
